Screens (PubChem)
14-3-3 PPI = modulators of 14-3-3 gamma protein binding, primary screen, biochemical, fluorescence polarization | FP, 14-3-3gamma / TMR-pS259-Raf peptide binding | inhibition, % at 40 µM | 0.19% of 160,000 active; in the data active means inhibition above about 30%;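 further: 0% = protein plus tracer without compound and 100% = blank with tracer alone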
Target sequence (P61981 whole entry, looked up): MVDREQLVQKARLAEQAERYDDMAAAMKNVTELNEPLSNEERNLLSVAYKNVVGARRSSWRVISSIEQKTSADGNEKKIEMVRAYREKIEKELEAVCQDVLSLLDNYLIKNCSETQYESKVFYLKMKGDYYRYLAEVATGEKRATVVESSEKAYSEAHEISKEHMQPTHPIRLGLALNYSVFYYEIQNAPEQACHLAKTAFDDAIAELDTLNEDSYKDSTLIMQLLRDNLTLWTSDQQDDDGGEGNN
Active calls of the source: *; & = joins results of further samples. An excerpt (hit frequency here may not be typical).

14-3-3 PPI	compound
-16.9	CC1=C(C(=O)OC2CCCC2)C(c2ccc(N(C)C)cc2)C2=C(CC(C)(C)CC2=O)N1 (centres undefined)
1.6	CNC(=O)c1cc2c(=O)n3cccc(C)c3nc2n(CCCOC)c1=N
-1.2	COc1ccc(S(=O)(=O)N2CCOCC2)c2cccnc12
-15.4&-22.0	COC(=O)c1cc2c([nH]c3ccccc32)c(C)n1
-3.0	COc1ccc(OC)c(CNC(=O)C2CCN(C(=O)N(C)C)CC2)c1
-12.3	CCOc1ccc(C(=O)N2CC(C)OC(C)C2)cc1 (centres undefined)
-7.6	CCCOc1ccc2oc(=O)c3c(c2c1)CCCN3C(=O)CN1CCCC(C(=O)OCC)C1 (centres undefined)
-7.1	NS(=O)(=O)c1ccc(S(=O)(=O)NCCc2ccccc2)cc1
-2.6	COc1ccc(N(CC(=O)NC2CCCCC2)S(=O)(=O)c2ccccc2)cc1Cl
-4.4	COc1ccc(OC)c(N/C(=N\c2nc(C)cc(C)n2)NC(=O)c2ccco2)c1
-18.9	O=C(Nc1ccc(Cl)cc1)C1CCN(S(=O)(=O)c2cccnc2)CC1
-5.5	O=[N+]([O-])c1cc(S(=O)(=O)C(Cl)(Cl)Br)ccc1NC1CCCC1
3.5&-2.1	O=C(C1CC1)N1CCc2cc(S(=O)(=O)N3CCOCC3)ccc21
-2.3	COc1ccc(OC)c(NC(=O)C(C(C)C)N2C(=O)c3ccccc3C2=O)c1 (centres undefined)
3.6	Cc1cc2ncn(-c3ncnc4sc(C)c(C)c34)c2cc1C
-3.0	Cc1cc(NC(=O)C(Cc2ccccc2)NS(=O)(=O)c2ccc(Br)s2)ccc1Br (centres undefined)
-5.5	Cc1ccc(CSc2nnc(-c3ccco3)n2N)cc1
-2.6&-0.5	CC1=C(C(=O)OC(C)C)C(c2ccc(Br)s2)NC(=O)N1C (centres undefined)
-15.3	CCOC(=O)c1ccc2c(c1)nc(COc1ccccc1C#N)n2CC
-8.9	Cc1nn(-c2ccccc2)c2sc(C(=O)Nc3ccccc3F)cc12
-6.0	CCC(C)Sc1nc2c(c(=O)n1-c1ccccc1)SCC2 (centres undefined)
-5.1	CC(c1ccccc1)C(CC(=O)O)C(=O)Nc1ccc(F)cc1 (centres undefined)
0.6	COc1ccc(Br)cc1C1C(N2C(=O)c3ccc([N+](=O)[O-])cc3C2=O)C(=O)N1c1ccc(Cl)cc1 (centres undefined)
1.1	C=C(C)COc1ccc(-c2[nH]ncc2Oc2cccc(OC)c2)c(O)c1
-6.1	CC(C)c1ccc(-n2c(=O)c3ccccc3c3ccccc3c2=O)cc1
-9.5	CCc1cccc(C)c1NC(=O)CSc1nc2c(c(=O)n(C)c(=O)n2C)n1C
2.0	CC(C)(C)OC(=O)N1CCC(c2c(C(=O)O)cnn2-c2ccccc2)CC1
-2.6	Cc1ccc(Cc2c(C)nc3c(C(=O)N(C)CCc4ccccn4)cnn3c2C)cc1
4.5	O=C(NCCCN1CCOCC1)c1ccc(CNS(=O)(=O)c2ccc(F)cc2)cc1
3.8	COc1ccccc1CNC(=O)C1CC(=O)N(c2ccc(C)c(C)c2)C1 (centres undefined)
0.8	O=C(c1ccco1)N1CCCC(c2ccccc2)C1 (centres undefined)
-81.7	COc1ccc(-c2c(C#N)c(N)n3c(nc4ccccc43)c2C#N)cc1
-1.5	Cc1onc(-c2ccccc2)c1C(=O)N1CC(C)N(C(=O)c2c(-c3ccccc3)noc2C)CC1C (centres undefined)
-6.1	Cc1nnc(C)n1N1C(=O)c2cccc3cccc(c23)C1=O
-3.4	Cc1ccnc(NC(=O)c2cccs2)c1
7.8	CCOc1ccc(NC(=O)CN(c2ccccc2OC)S(C)(=O)=O)cc1
-2.5	Cc1cc(C)nc(Sc2c(C)nn(-c3ccccc3)c2C)n1
-14.6	O=C(CS(=O)(=O)c1cccc2nsnc12)Nc1ccc(Cl)cc1
-2.5	Cn1cnnc1SCC(=O)Nc1cc(C(=O)O)cc(C(=O)O)c1
1.4	CCN1CCN(CCNC(=O)c2cn(C(C)c3ccccc3F)nn2)CC1 (centres undefined)
-8.2&-4.4	Cc1ccc(CNC(=O)c2ccc(NS(=O)(=O)c3c(C)noc3C)cc2)cc1
-6.9	O=C1CSC(c2cc3c(cc2[N+](=O)[O-])OCO3)N1C1CCCCC1 (centres undefined)
-3.2	COCCn1c(=O)[nH]c2cc(C(=O)N3CCN(Cc4ccc5c(c4)OCO5)CC3)ccc2c1=O
6.2	O=C(Nc1cccc(Cl)c1)c1cc2nc(-c3ccc4c(c3)OCO4)cc(C(F)(F)F)n2n1
-9.0	CN(C)S(=O)(=O)N1CCc2ccccc21
-12.9	CC(=O)Nc1ccc(C(=O)CSc2nc3ccccc3c(=O)[nH]2)cc1
7.7&-14.1	Cc1ccccc1-n1nc2c(c1NC(=O)COc1ccc(Cl)cc1)CS(=O)C2 (centres undefined)
4.5	COc1ccc2c(c1)-c1c(sn(-c3ccccc3C)c1=S)C(C)(C)N2
5.0	Cc1ccc(Cc2cnc(NC(=O)COc3cccc(C(F)(F)F)c3)s2)cc1
3.4	NC(=O)C1CCN(C(=O)C2CCN(S(=O)(=O)c3ccc(F)cc3)CC2)CC1
2.6	COc1cccc(C2C3=C(CC(C)(C)CC3=O)OC(N)=C2[N+](=O)[O-])c1 (centres undefined)
-15.3	Cc1cc(NC(=O)c2noc3c2CC(C)CC3)no1 (centres undefined)
-1.9	O=C(Nc1ccc(CN2CCOCC2)cc1)c1cc2ccccc2o1
-0.3	O=C(Nc1ccccc1)c1cc2c(ccc3ccccc32)oc1=O
-7.4	COc1ccc(-c2csc(Nc3ncccc3C)n2)cc1C
3.0	COc1ccc2nc(N=C(N)N)nc(C)c2c1

Random excerpt: six records from the list
14-3-3 PPI	compound
5.0	Cc1ccc(Cc2cnc(NC(=O)COc3cccc(C(F)(F)F)c3)s2)cc1
3.0	COc1ccc2nc(N=C(N)N)nc(C)c2c1
-0.3	O=C(Nc1ccccc1)c1cc2c(ccc3ccccc32)oc1=O
-15.3	Cc1cc(NC(=O)c2noc3c2CC(C)CC3)no1 (centres undefined)
-1.9	O=C(Nc1ccc(CN2CCOCC2)cc1)c1cc2ccccc2o1
3.4	NC(=O)C1CCN(C(=O)C2CCN(S(=O)(=O)c3ccc(F)cc3)CC2)CC1

(further entries)
14-3-3 PPI	compound
2.5	COc1ccc(Nc2oc(COc3ccc(Cl)cc3)nc2C#N)cc1
-0.9	C1=C(c2ccccc2)CC(c2ccccc2)=NN=C1c1ccccc1
11.2	CC(=O)Oc1ccc2oc(=O)c3c(c2c1)CCCN3C(=O)CN1CCOCC1
-5.2	CN(CCNC(=O)c1ccc(N2CCCC2=O)cc1)CCc1ccccc1
12.5	CCc1n(CC(O)COc2ccc(OC)cc2)c2ccccc2[n+]1C (centres undefined)
-4.9	CSC(=NCc1cccnc1)NS(=O)(=O)c1cccs1
0.5	CCCCCc1c(O)nc(SCCN(C)C)[nH]c1=O
3.8	COc1ccc(C)cc1NC(=O)CSc1nnc(-c2cc3cccc(OC)c3o2)n1N

Some of the entries so far, in CSV form:
compound,14-3-3 PPI
CN(CCNC(=O)c1ccc(N2CCCC2=O)cc1)CCc1ccccc1,-5.2
C1=C(c2ccccc2)CC(c2ccccc2)=NN=C1c1ccccc1,-0.9

Arranged by count of non-hydrogen atoms (low to high): some entries from above
14-3-3 PPI	compound
0.5	CCCCCc1c(O)nc(SCCN(C)C)[nH]c1=O
-0.9	C1=C(c2ccccc2)CC(c2ccccc2)=NN=C1c1ccccc1
11.2	CC(=O)Oc1ccc2oc(=O)c3c(c2c1)CCCN3C(=O)CN1CCOCC1
3.8	COc1ccc(C)cc1NC(=O)CSc1nnc(-c2cc3cccc(OC)c3o2)n1N

Carrying on.
14-3-3 PPI	compound
-11.2	CC(=O)NCCNC(=O)c1ccc(Cn2c(=S)[nH]c3cc4c(cc3c2=O)OCO4)cc1
0.2	O=C(CCC1Nc2c3ccccc3nc(=S)n2C1=O)NCc1ccccn1 (centres undefined)
-3.6&-1.1	CN(C(=O)c1ccccc1Cl)c1ccccc1
-13.2	Cc1cccc(-c2nc(Oc3ccc(C#N)cc3)c3ccccc3n2)c1
-74.2	CCc1ccc(S(=O)(=O)N=C2C=C(Nc3ccccc3C(=O)OC)C(=O)c3ccccc32)cc1
-3.5	CC(=O)C1C(=O)CC(C)(O)C(C(C)=O)C1c1ccc(C(C)(C)C)cc1 (centres undefined)
-16.2	O=C(Nc1cc(C(=O)N2CCN(c3ccccc3Cl)CC2)ccc1N1CC2CC(C1)c1cccc(=O)n1C2)c1ccccc1Br (centres undefined)
-2.1	CCCCCOc1ccc(N2C(=O)C3C4C=CC(CC4)C3C2=O)cc1 (centres undefined)
-5.0	COc1ccc(S(=O)(=O)c2ccc(OC)c(OC)c2)cc1OC
-8.8	CCCCNC(=O)CCN1N=C(c2ccccc2)CCC1=O
-5.8	O=c1oc2ccc(Br)cc2cc1-c1nnc(Nc2cccc(C(F)(F)F)c2)s1
5.8	CCOC(=O)CCn1c(=O)c2c(nc(Br)n2Cc2ccccc2)n(C)c1=O
2.8	COc1ccc(-c2nc(-c3cccc(C)c3)no2)cc1[N+](=O)[O-]
-3.0	CCn1c(Cc2cccn2C)nnc1SCC(=O)c1ccc(C)cc1
2.7	CCOC(=O)CC1C(=O)NCCN1Cc1cccc(C(F)(F)F)c1 (centres undefined)
0.5	Clc1cccc(-n2ncnc2-c2ccc(Br)cc2)c1
-6.9	CC(C)COC(=O)c1ccc2c(c1)C(=O)N(c1cccc3ccccc13)C2=O
9.5	CC(NC(=O)c1ccnc(C(C)(C)C)c1)c1ccccc1 (centres undefined)
-3.0	COc1cccc(C(c2nnnn2Cc2ccco2)N2CCN(c3cccc(C)c3C)CC2)c1OC (centres undefined)
-1.8	COCCCN(C)C1CCN(C(=O)Nc2ccc(F)cc2)CC1
4.3	COc1ccccc1CNC(=O)C1c2cc(OC)c(OC)cc2C(=O)N(C)C1c1cccs1 (centres undefined)
0.2	O=C(CCNS(=O)(=O)c1ccc(Cl)cc1)N1CCC2(O)CCCCC2C1 (centres undefined)
1.8	CN(C)CC[C@@H](c1ccc(Cl)cc1)c1ccccn1
-8.3	O=C(CCCn1c(=S)[nH]c2ccccc2c1=O)NCc1ccco1
-9.2	COc1cc2cc(-c3ccccc3)nc(C)c2cc1OC
-8.7	CC1CN(C(=O)Cc2ccccc2)C(C)CN1C(=O)Cc1ccccc1 (centres undefined)
-2.5	Cn1c(C(=O)NCCCN2CCCCCC2)cc2c(=O)n(C)c3ccccc3c21
-1.8	C=CCN1C(=O)c2ccccc2Sc2ccc(C(=O)N3CCOCC3)cc21
-2.9	Cn1ncc(C#N)c1/N=C/N1CCCCC1
2.5	CC1CN(S(=O)(=O)c2ccc(NC(=O)C(C)N3C(=O)c4ccccc4C3=O)cc2)CC(C)O1 (centres undefined)
-5.5	C1CCc2nnnn2CC1
-20.9	CCOc1cc(C2c3c(n[nH]c3C)C(=O)N2c2ccc(Br)cc2)ccc1O (centres undefined)
-82.6	CN1CCc2c(sc3c2C(=O)NC(c2cccs2)N3)C1 (centres undefined)
0.5	Cc1ccc2c(c1)C(c1ccc(F)cc1)N(C(=O)C1CCCC1)CC(=O)N2 (centres undefined)
-8.7	COc1ccc(S(=O)(=O)N2CCN(CC(=O)Nc3ccc(C)c(F)c3)CC2)cc1
1.8&-8.9	O=C(NCc1ccccc1)c1noc2c1CCCC2
-1.5	Cc1ccc2c(c1)nnn2C1CCN(S(=O)(=O)c2ccc(C(=O)N3C(C)CCCC3C)cc2)CC1 (centres undefined)
-1.0	Cc1nc2sccn2c1P(c1c(C)nc2sccn12)c1c(C)nc2sccn12
-11.6	Cc1ccc(O)c(NC(=O)c2cccc(S(=O)(=O)N3CCCCC3)c2)c1
-5.6	COCCn1nnnc1C(c1ccccc1OC)N1CCN(c2ccccc2F)CC1 (centres undefined)
-39.6	COc1ccccc1C=Cc1nc(O)c([N+](=O)[O-])c(=O)[nH]1
-6.2	COc1ccc(C2C(C#N)=C(N)Oc3n[nH]c(C)c32)cc1CSc1ccccn1 (centres undefined)
-59.4	CCc1nc2sc3c(SCC(N)=O)ncnc3c2c2c1CCCC2
-305.0	CCOC(=O)c1c(C)sc2c(C)c(C)[nH]c12
6.1	CCOC(=O)C1=C(C)Nc2nc(SCc3cccc(Cl)c3)nn2C1c1ccc([N+](=O)[O-])cc1 (centres undefined)
-0.9	COc1ccc(NC(=O)C2=C(C)NC3=C(C(=O)CC(c4ccc(OC)c(OC)c4)C3)C2c2ccc(C)o2)cc1 (centres undefined)
-12.0	CCOc1cc2[nH]c(=S)n(CCC(=O)N3CCCC3)c(=O)c2cc1OCC
-5.0	O=C1COc2ccc(C(=O)CSc3nnc(Cc4cccs4)n3-c3ccccc3)cc2N1
0.2&-13.2	CCC1CCCCN1C1Sc2ccc(C(=O)OC)cc2NC1=O (centres undefined)
6.4	CCCCNC(=O)CCn1c(=S)[nH]c2cc3c(cc2c1=O)OCO3
-2.0	CSc1nc(Oc2ccc(=O)[nH]n2)nc(N(C)C)n1
-21.9	COCCOC(=O)C1=C(C)NC2=C(C(=O)CC(c3cccs3)C2)C1c1ccc(C)c([N+](=O)[O-])c1 (centres undefined)
5.6	CCC(c1nnc(SCC(=O)N2CC3(C)CC2CC(C)(C)C3)o1)N(C)C (centres undefined)
-14.6	CC(=O)n1c2ccccc2c2c1c1ccccc1n2C
-16.2	CCCCCc1c(C)c2ccc(OC(C)=O)cc2oc1=O
-0.1	COc1ccc(S(=O)(=O)Cc2ccc(C(=O)NCc3ccco3)o2)cc1

Remaining list, next part:
14-3-3 PPI	compound
3.2&-10.1	Cc1cc(NC(=O)CNC(=O)C2CCCCC2)no1
4.2	Cc1ccc(SCC(=O)NCCN2C(=O)CSC2=O)c(C)c1
-1.5	CCN(c1ccccc1)S(=O)(=O)c1cccc2nsnc12
-2.6	COc1ccc(C2C/C(=N\O)C(C)(C)O2)cc1 (centres undefined)
-8.9	Cc1ccc(-n2c(N)c(-c3nc4ccccc4n3C)sc2=S)cc1
-4.0	COc1ccc(Cn2c(SCC(=O)NC3CCCCC3)nc3ccc(N4CCOCC4)cc3c2=O)cc1
-7.3	COc1cc(C(=O)N2CCN(C(=O)CC(C)C)CC2)cc(OC)c1OC
-2.8	O=C(CSCc1ccccc1Cl)NCc1cccs1
